SMARCA2 act: increases SMARCA2 function in MMTV reporter cells | activation, % at 9.1 µM | actives 1% (n = 370,000) | MG213 cells, MMTV-luciferase reporter, dexamethasone, overnight; in the data active means activation above about 7.8%;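 further: 0% = vehicle wells and 100% = reference activator wells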
PLCb3 inh: inhibitors of human phospholipase C beta3; Purified PLC-beta3, fluorogenic substrate, fluorescence; inhibition, % at 12.2 µM; actives 0.18% (n = 370,000); AID 720704; in the data active means inhibition above about 11%;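 further: 0% = median of compound wells on plate and 100% = full blocker control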
Target sequence (Q01970 whole entry, looked up): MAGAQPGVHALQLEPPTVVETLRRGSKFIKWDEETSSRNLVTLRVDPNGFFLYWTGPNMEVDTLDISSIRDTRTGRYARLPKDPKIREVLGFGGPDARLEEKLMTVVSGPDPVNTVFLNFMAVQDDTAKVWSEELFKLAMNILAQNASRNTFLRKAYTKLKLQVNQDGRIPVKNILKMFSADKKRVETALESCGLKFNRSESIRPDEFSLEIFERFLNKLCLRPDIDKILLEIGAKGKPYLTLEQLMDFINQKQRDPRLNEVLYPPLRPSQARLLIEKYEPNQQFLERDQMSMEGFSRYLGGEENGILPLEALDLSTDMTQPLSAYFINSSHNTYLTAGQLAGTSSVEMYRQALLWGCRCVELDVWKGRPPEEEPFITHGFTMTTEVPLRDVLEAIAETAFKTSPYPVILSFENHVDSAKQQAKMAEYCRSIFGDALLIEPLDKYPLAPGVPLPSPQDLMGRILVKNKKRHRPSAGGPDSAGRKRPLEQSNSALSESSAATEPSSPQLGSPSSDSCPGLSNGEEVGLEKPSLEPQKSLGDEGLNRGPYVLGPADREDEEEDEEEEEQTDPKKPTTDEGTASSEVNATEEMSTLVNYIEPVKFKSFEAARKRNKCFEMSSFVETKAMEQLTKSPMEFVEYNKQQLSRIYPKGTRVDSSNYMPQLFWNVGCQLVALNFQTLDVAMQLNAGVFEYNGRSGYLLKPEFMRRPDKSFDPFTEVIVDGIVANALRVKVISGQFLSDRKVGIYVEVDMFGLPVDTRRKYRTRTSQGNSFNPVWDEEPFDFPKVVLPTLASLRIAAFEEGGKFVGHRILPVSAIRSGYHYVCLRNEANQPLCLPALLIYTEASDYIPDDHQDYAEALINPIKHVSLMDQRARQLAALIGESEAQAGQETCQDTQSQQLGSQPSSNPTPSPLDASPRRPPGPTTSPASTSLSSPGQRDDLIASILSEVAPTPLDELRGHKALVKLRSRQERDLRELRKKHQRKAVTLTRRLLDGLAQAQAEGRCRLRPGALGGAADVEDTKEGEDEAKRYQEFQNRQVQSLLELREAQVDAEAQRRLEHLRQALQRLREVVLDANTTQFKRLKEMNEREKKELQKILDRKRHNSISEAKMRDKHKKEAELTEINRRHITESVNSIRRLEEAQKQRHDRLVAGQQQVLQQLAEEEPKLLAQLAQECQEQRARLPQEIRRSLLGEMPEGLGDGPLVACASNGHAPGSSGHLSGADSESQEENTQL
Rev-erbA mod: modulates human Rev-erb alpha binding to DNA | P20393 | Rev-erbα–FITC-DNA binding, fluorescence polarization, 90 min | activity, % at 10 µM | actives 0.79% (n = 370,000);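 active means activity above about 14%, limit read from the data; passing the limit was not always enough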;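 further: 0% = DMSO wells with 35 nM protein and 100% = DMSO wells with 750 nM protein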
DAX1 inh-1: inhibitors of human orphan nuclear receptor DAX1 (NR0B1) | actives 0.99% (n = 340,000) | P51843 | inhibition, % at 6.75 µM | HEK293 Gal4-DAX1 luciferase reporter, luminescence | AID 504766;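 active means inhibition above the mean over all tested compounds plus 3 SD, cut at about 4.2% in these data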;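 further: 0% = DAX1-transfected cells with DMSO and 100% = empty-vector control cells with DMSO; inhibition shows as a rise in luminescence from relieved DAX1 repression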
GAA850 FXN act: activators of GAA850 frataxin (FXN) promoter. HEK293 lucGAA850 FXN promoter luciferase reporter, 24 h; percent of 10 µM SAHA response. activation, % at 6 µM. actives 0.56% (n = 360,000). AID 540364;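 active means activation above the average of all compounds screened plus 3 SD, cutoff fixed separately per campaign, cut at about 7.5% in these data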;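 further: 0% = DMSO wells and 100% = 10 µM SAHA wells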
hcDAF-12 act: H. contortus DAF-12 activation, primary screen; actives 1.4% (n = 370,000); HEK293 hcDAF-12 lit1-tk-luc reporter, luminescence; 0% DMSO, 100% Δ7-dafachronic acid; activation, % at 6.8 µM;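 active means activation above the mean of all tested compounds plus 3 SD, cut at about 5.5% in these data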;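 further: 100% = response to 3 µM Δ7-dafachronic acid high control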
PG9 Ab binder: binds the HIV-1 gp120 antibody PG9 | actives 0.43% (n = 360,000) | inhibition, % at 6.7 µM | TR-FRET gp120-PG9 antibody binding | AID 624416; in the data active means inhibition above about 8.5%
HGIII-sPLA2 inh: Inhibits HGIII-sPLA2 liposome hydrolysis, primary screen | QFRET BODIPY PC-A2 liposome hydrolysis, fluorescence | Q9NZ20 | AID 743126 | actives 0.56% (n = 370,000) | inhibition, % at 12.2 µM;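 active means inhibition above mean plus 3 SD of compounds lying within the high and low control bounds, cut at about 19% in these data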;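 further: 0% = median of test compound wells and 100% = no enzyme DMSO wells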
ssDAF-12 act: S. stercoralis DAF-12 activation, primary screen; AID 652126; HEK293 ssDAF-12/GRIP1 lit1-tk-luc reporter, luminescence; % of 3 µM dafachronic acid response; actives 1% (n = 370,000); activation, % at 6.8 µM;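 active means activation above the mean over all tested compounds plus 3 SD, cut at about 0.9% in these data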;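 further: 0% = DMSO-only wells and 100% = 3 µM delta7-dafachronic acid wells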
hgDAF-12 ag: hgDAF-12 agonism, primary luciferase screen; HEK293 GAL4-hgDAF12 UAS-luciferase reporter, agonist luminescence; normalized to butyrate control; activation, % at 6.8 µM; actives 1.8% (n = 370,000);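 active means activation above a cutoff set at the mean of all screened compounds plus 3 SD, cut at about 10% in these data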;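 further: 0% = DMSO wells and 100% = sodium butyrate wells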
DAX1 inh-2: blocks DAX1 repression of SF-1 activated StAR promoter. HEK293T StAR-luciferase reporter, SF-1/DAX-1 repression relief. inhibition, % at 6.8 µM. actives 1.1% (n = 370,000). AID 652010;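 active means inhibition above the mean over all tested compounds plus 3 SD, cut at about 3.6% in these data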;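 further: 0% = DAX-1 cells with DMSO and 100% = cells lacking DAX-1 with DMSO; higher inhibition means more luminescence from relief of DAX-1 repression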
Active calls of the source: *; x = no result given.

SMILES	SMARCA2 act	PLCb3 inh	Rev-erbA mod	DAX1 inh-1	GAA850 FXN act	hcDAF-12 act	PG9 Ab binder	HGIII-sPLA2 inh	ssDAF-12 act	hgDAF-12 ag	DAX1 inh-2
COc1ccc(S(=O)(=O)Nc2c(O)ccc3ccccc23)cc1OC	7	-24	4	2.7	0.4	4.5	-1.1	-14	-0.3	2.0	0.2
CC(Nc1ccccc1CO)C(=O)Nc1cccc(Cl)c1Cl (stereo not drawn)	-4	-10	-2	-1.6	-9.5	-1.4	0.1	2	-1.9	-4.4	-1.5
CCc1nc2ccc(C(=O)NCc3ccc(OC)cc3)cn2c1N(C)CCC(C)C	-2	-7	10	x	-1.7	-2.1	0.1	8	-1.0	0.2	-0.1
CC1(C2CCCC2)NC(=O)NC1=O (stereo not drawn)	-4	-2	-5	-0.5	-1.1	-2.1	1.5	7	-0.9	-2.8	-0.7
CC(=O)Nc1cccc(-c2ccnc3c2CC(C)(C(=O)NC(C)C)O3)c1 (stereo not drawn)	-2	3	-5	x	1.7	0.1	-0.5	1	-1.3	1.1	-1.2
Cc1ccccc1NC(=O)Nc1nc2ccc(S(C)(=O)=O)cc2s1	9.2*	2	6	9.0*	0.8	1.7	11*	-5	-1.3	7.9	-0.1
CC1CCCC(NC(=O)CN(C)S(=O)(=O)c2cnc[nH]2)C1C (stereo not drawn)	-1	2	-4	1.7	1.5	-1.6	0.7	-7	-0.8	5.5	0.3
CN(CCO)c1cccc2c1S(=O)(=O)N(Cc1cn(Cc3ccc(F)cc3)nn1)Cc1ccccc1O2	-1	0	0	x	x	-2.8	x	-3	-1.2	-2.4	-0.6
Cc1cccc(CCN=c2c([N+](=O)[O-])nn(-c3ccccc3)n2O)c1	1	1	3	-0.3	3.6	-2.5	-1.0	6	-1.4	-0.5	-0.8
Cc1ccc(C(=O)COC(=O)CN2C(=O)C3C4C=CC(C4)C3C2=O)cc1C (stereo not drawn)	0	-3	-6	-0.3	0.5	-0.3	-0.9	-6	-0.7	1.4	1.0
COC(=O)C(Cc1ccccc1)NC(=O)c1cc(S(=O)(=O)N(C)C)ccc1Cl (stereo not drawn)	0	-6	0	0.5	1.4	0.2	-1.4	-2	-1.6	1.9	-0.9
CC(C)c1ccccc1-n1c(SCC(=O)N2CCc3ccccc3C2)nc2ccccc2c1=O	-4	-7	4	-0.8	-2.2	-2.4	-0.1	0	-2.0	-8.3	-0.7

2 neighbouring entries from above, for reference:
SMILES	SMARCA2 act	PLCb3 inh	Rev-erbA mod	DAX1 inh-1	GAA850 FXN act	hcDAF-12 act	PG9 Ab binder	HGIII-sPLA2 inh	ssDAF-12 act	hgDAF-12 ag	DAX1 inh-2
COc1ccc(S(=O)(=O)Nc2c(O)ccc3ccccc23)cc1OC	7	-24	4	2.7	0.4	4.5	-1.1	-14	-0.3	2.0	0.2
CC(Nc1ccccc1CO)C(=O)Nc1cccc(Cl)c1Cl (stereo not drawn)	-4	-10	-2	-1.6	-9.5	-1.4	0.1	2	-1.9	-4.4	-1.5

Additional compounds follow.
SMILES	SMARCA2 act	PLCb3 inh	Rev-erbA mod	DAX1 inh-1	GAA850 FXN act	hcDAF-12 act	PG9 Ab binder	HGIII-sPLA2 inh	ssDAF-12 act	hgDAF-12 ag	DAX1 inh-2
CC(C)COC(=S)Nc1ccccc1	2	3	-1	-0.1	1.4	1.9	0.9	2	-0.6	3.6	0.0
COc1ccc(C(=O)C2CCCN(C(=O)Cn3nc(C)cc3C)C2)cc1F (stereo not drawn)	0	-6	-1	2.3	-0.5	-0.2	-0.6	-3	-1.2	-0.8	-0.4
COc1ccc(OC)c(NC(=O)C2C3C=CC(C3)C2C(=O)NCc2cccnc2)c1 (stereo not drawn)	-2	5	-2	x	1.4	0.5	1.6	5	-0.8	2.7	0.2
COc1ccc(-c2csc(C(C)(O)c3ccc(OC)cc3)n2)cc1 (stereo not drawn)	-5	3	-1	x	1.6	-1.9	-0.2	-5	-2.0	-3.4	-1.9
S=C(NCc1ccccc1)Nc1ccc(Oc2ccccc2)cc1	0	-4	3	-0.7	1.7	-1.0	-1.0	-8	-0.6	0.7	-0.5
CC1CC(C)CN(C(=O)COC(=O)c2cncc(Br)c2)C1 (stereo not drawn)	-2	-8	0	0.2	1.2	-1.5	2.6	7	-1.0	1.4	1.1
Cc1ccc(C(=O)c2sc3c(c2N)c(=O)[nH]c(=O)n3CCc2ccccc2)cc1	2	-19	1	0.7	4.0	3.1	-2.0	5	-0.2	5.2	-1.7
CCCCCC(=O)NN1C(=S)N(c2ccc(OC)cc2)C(=O)C1CC(=O)Nc1ccccc1 (stereo not drawn)	-2	-3	-2	x	-3.4	0.3	0.2	-47	-1.6	1.3	0.8
CN1CCN(c2nc(-c3ccccc3)c3cc(Cl)ccc3n2)CC1	-3	-160	-2	0.4	2.4	-1.1	2.9	4	-0.9	1.0	-0.5
CCN(C(N)=S)c1ccccc1	-2	2	3	-0.5	1.5	-1.4	0.9	5	-1.2	-1.0	-0.2
O=C1CC(Nc2ccc(N3CCOCC3)cc2)C(=O)N1Cc1ccccc1 (stereo not drawn)	-3	-25	3	-0.7	-4.0	-1.2	-4.2	-6	-0.8	-2.1	0.4
CC1CN(C(=O)c2ccc(NS(=O)(=O)c3ccc(F)c(F)c3)cc2)CC(C)O1 (stereo not drawn)	-2	-4	2	-0.7	2.1	-0.8	1.7	1	-0.3	1.9	1.0
Cc1cc(C(=O)N/N=C/c2c(CO)cnc(C)c2O)c2ccccc2n1	-1	-57	0	1.3	0.0	-1.5	-4.5	-3	-1.5	-2.8	-3.5
COc1cc(NC(=O)c2ccc(Cl)cc2)c(OC)cc1Cl	-1	-5	-4	0.0	0.5	4.7	-1.2	4	-0.2	5.1	2.8
Clc1ccc(-n2cccc2)cn1	0	-1	0	0.3	1.4	1.9	-1.8	0	-0.7	-1.4	0.3
CCCSc1nnc(NC(=O)CSc2sc3c(O)cc(=O)[nH]c3c2C#N)s1	-2	-30	1	-0.5	0.6	1.5	-0.8	-11	-0.9	3.4	0.0
CCCN(CC(=O)Nc1ccccc1C)C(=O)/C=C/c1cccs1	-2	9	-3	1.8	-0.4	-0.3	-0.3	-2	-1.8	0.6	0.3
Cn1c(CN2CCN(C(=O)c3ccco3)CC2)nc2cc([N+](=O)[O-])ccc21	-1	-2	0	0.1	0.0	-0.1	-1.4	2	-0.7	-2.0	0.8
COc1ccc(OCC(=O)C2CC2)c(C#N)c1	-1	-6	2	7.2*	4.0	2.4	-0.6	7	0.2	1.5	0.1
N/C(=N\OC(=O)Nc1ccccc1)c1ccno1	1	-3	7	x	3.3	-1.1	-0.1	-1	5.2*	0.9	-0.4
CC1(/[N+]([O-])=C/c2cccc(Cl)c2)CCCCC1=O (stereo not drawn)	-1	-5	-1	0.2	0.0	-1.3	-0.6	-6	-1.2	0.0	0.1
CNC(=O)COc1ccc(C=O)cc1OC	0	-3	-11	-0.5	-1.4	2.0	-0.8	17	-0.5	-1.2	-0.2
CCOC(=O)/C(C#N)=C\C1=C(N2CCOCC2)CC(C)(C)OC1	-2	-3	1	1.6	0.3	-0.2	0.7	7	-1.1	1.5	0.2
O=C(C1CCCN(Cc2ccccc2[N+](=O)[O-])C1)N1CCCC1 (stereo not drawn)	3	0	-2	-0.8	-0.3	-2.1	0.1	-3	-1.2	-0.9	0.2

5 compounds drawn at random from the list so far, as already listed:
SMILES	SMARCA2 act	PLCb3 inh	Rev-erbA mod	DAX1 inh-1	GAA850 FXN act	hcDAF-12 act	PG9 Ab binder	HGIII-sPLA2 inh	ssDAF-12 act	hgDAF-12 ag	DAX1 inh-2
COc1cc(NC(=O)c2ccc(Cl)cc2)c(OC)cc1Cl	-1	-5	-4	0.0	0.5	4.7	-1.2	4	-0.2	5.1	2.8
CCOC(=O)/C(C#N)=C\C1=C(N2CCOCC2)CC(C)(C)OC1	-2	-3	1	1.6	0.3	-0.2	0.7	7	-1.1	1.5	0.2
N/C(=N\OC(=O)Nc1ccccc1)c1ccno1	1	-3	7	x	3.3	-1.1	-0.1	-1	5.2*	0.9	-0.4
Clc1ccc(-n2cccc2)cn1	0	-1	0	0.3	1.4	1.9	-1.8	0	-0.7	-1.4	0.3
O=C(C1CCCN(Cc2ccccc2[N+](=O)[O-])C1)N1CCCC1 (stereo not drawn)	3	0	-2	-0.8	-0.3	-2.1	0.1	-3	-1.2	-0.9	0.2

(listing goes on)
SMILES	SMARCA2 act	PLCb3 inh	Rev-erbA mod	DAX1 inh-1	GAA850 FXN act	hcDAF-12 act	PG9 Ab binder	HGIII-sPLA2 inh	ssDAF-12 act	hgDAF-12 ag	DAX1 inh-2
Cc1c(C(=O)N2CCCC2)c(S(=O)(=O)Nc2ccccc2Cl)c(C)n1C	5	-5	-5	-0.2	1.8	0.2	-2.8	-1	-0.6	-0.6	0.0
COc1ccc(OC)c(C(c2nnnn2Cc2ccccc2)N2CCC(C(N)=O)CC2)c1 (stereo not drawn)	0	-1	2	-0.2	-3.0	-1.1	-1.9	-5	-0.5	-0.8	0.1
Cc1ccc(C(=O)NC2CC(C)(C)NC(C)(C)C2)cc1Cl	-1	7	5	-0.5	1.3	-1.1	-0.8	3	-0.5	0.7	0.2
CCN1Cc2c(/C=C/c3ccccc3)nc3ccc(OC)cc3c2N(c2cccc(Cl)c2)C1	-1	-152	3	-0.4	-0.8	5.7*	1.6	0	-0.7	3.4	-0.5
OCCN1c2ccccc2CCc2ccccc21	-5	-4	0	x	2.5	-0.9	-1.8	0	-1.3	0.5	0.4
Cc1cc(C)c(/C([O-])=C(/C(=S)Nc2ccc(SC(F)F)cc2)[n+]2ccccc2)cc1C	-3	0	1	0.4	1.3	-0.3	0.2	6	-1.1	-0.9	0.2
C[C@H](CO)N1C[C@H](C)[C@@H](CN(C)Cc2ccncc2)Oc2c(NC(=O)C3CC3)cccc2C1=O	0	-2	6	1.8	1.6	-0.6	-0.2	-3	-0.6	0.1	-0.1
O=C(COc1ccc2c(-c3ccccc3)cc(=O)oc2c1)NCc1cccs1	1	-65	-5	-0.1	1.9	-2.4	-0.6	-3	-1.1	-2.2	0.2
CC(C)Cn1c(-c2ccc(Br)o2)n[nH]c1=S	4	-2	4	-1.0	1.1	-0.8	-2.0	18	-1.6	-2.2	-0.1

Screens as filed in PubChem.
